High-throughput results from PubChem BioAssay.
IDH1 mut inh – IDH1 R132H (human) inhibition | O75874 | IDH1 R132H reductase, diaphorase/resazurin fluorescence, 60 min | inhibition, % at 10 µM | 70,000 compounds, 0.18% hits | AID 624101; in the data active = inhibition above about 34%;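 also: 0% = DMSO and 100% = no enzyme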
PRC2 inh – blocks human EZH2/PRC2 H3K27 methylation. 57,000 compounds, 0.35% hits. DELFIA TRF, 1 h. inhibition, % at 12.5 µM. Q15910;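 active = mean inhibition of replicates at least 50% and every single replicate also reaching 50%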;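 also: dimethyl H3K27 on biotinylated H3 21-44 peptide detected by antibody; plate controls were median neutral control wells for no effect and median positive control wells for full effect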
Target sequence (Q15910 whole entry, looked up): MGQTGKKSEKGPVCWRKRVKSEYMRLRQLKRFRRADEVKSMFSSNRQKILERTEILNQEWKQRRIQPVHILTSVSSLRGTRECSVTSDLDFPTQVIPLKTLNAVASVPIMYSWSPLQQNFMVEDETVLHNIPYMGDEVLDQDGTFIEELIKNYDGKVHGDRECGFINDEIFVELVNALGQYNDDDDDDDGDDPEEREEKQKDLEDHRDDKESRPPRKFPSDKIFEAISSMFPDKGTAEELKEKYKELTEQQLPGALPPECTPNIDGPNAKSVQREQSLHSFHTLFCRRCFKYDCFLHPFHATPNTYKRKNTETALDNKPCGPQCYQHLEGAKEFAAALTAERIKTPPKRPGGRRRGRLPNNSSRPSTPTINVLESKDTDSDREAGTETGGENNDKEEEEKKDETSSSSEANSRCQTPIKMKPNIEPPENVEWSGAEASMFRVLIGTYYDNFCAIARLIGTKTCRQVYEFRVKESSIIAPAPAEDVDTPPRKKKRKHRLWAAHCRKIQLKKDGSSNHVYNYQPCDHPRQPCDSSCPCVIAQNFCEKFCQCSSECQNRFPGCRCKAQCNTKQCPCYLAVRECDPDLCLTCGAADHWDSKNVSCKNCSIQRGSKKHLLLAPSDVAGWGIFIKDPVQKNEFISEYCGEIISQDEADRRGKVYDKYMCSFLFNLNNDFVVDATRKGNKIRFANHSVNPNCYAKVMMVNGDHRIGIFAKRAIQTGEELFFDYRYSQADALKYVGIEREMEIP
An asterisk follows results filed as active; / = no result given; & = joins results of further samples.

SMILES	IDH1 mut inh	PRC2 inh
C[C@@H]1CN([C@@H](C)CO)C(=O)Cc2cc(NC(=O)Nc3ccc4c(c3)OCO4)ccc2O[C@@H]1CN(C)S(C)(=O)=O	1.4	/
CO[C@@H]1CN(C)C(=O)c2ccc(NC(=O)c3ccc(F)cc3)cc2OC[C@@H](C)N(C(=O)CN(C)C)C[C@H]1C	0.1	3
C[C@@H]1CN([C@@H](C)CO)C(=O)c2c(c3ccccc3n2C)-c2ccccc2CO[C@H]1CN(C)S(=O)(=O)c1ccccc1	/	-24
COC(=O)CCCCCCC(=O)N/N=C/c1ccc(N(C)CCO)cc1	0.0	-7
CO[C@@H]1CN(C)C(=O)c2ccc(NC(=O)c3cccc(F)c3)cc2OC[C@@H](C)N(C)C[C@@H]1C	-0.3	-2
COc1ccc(NC(=O)N(C)C[C@H]2Oc3ccc(NS(=O)(=O)c4ccc(Cl)cc4)cc3C(=O)N([C@H](C)CO)C[C@H]2C)cc1	0.5	/
Cc1ccc(S(=O)(=O)Nc2ccc3c(c2)C(=O)N([C@H](C)CO)C[C@H](C)[C@H](CN(C)Cc2ccccc2)OCCCC[C@H](C)O3)cc1	0.2	/
CC(C)NC(=O)[C@@]1(C)c2ccccc2C(=O)N(Cc2ccccc2)[C@H]1c1ccc(CO)cc1	/	0
CO[C@@H]1CN(C)C(=O)c2ccc(NS(C)(=O)=O)cc2OC[C@@H](C)N(C)C[C@H]1C	-0.1	2
CCC(=O)N1C[C@@H](C)[C@H](OC)CN(C)C(=O)c2ccc(NC(=O)Nc3ccccc3)cc2OC[C@H]1C	-0.1	-1
C[C@H](CO)N1C[C@H](C)[C@H](CN(C)C(=O)NC2CCCCC2)Oc2ncc(/C=C/c3ccccc3)cc2C1=O	1.0&0.6	-29&-12
CCC(=O)Nc1ccc2c(c1)OC[C@@H](C)N(C(=O)C1CCC1)C[C@@H](C)[C@@H](OC)CN(C)C2=O	-0.1	10
COCC(=O)N(C)C[C@@H]1Oc2cc(C3=CCCC3)ccc2S(=O)(=O)N([C@H](C)CO)C[C@H]1C	/	2
C[C@H]1CN([C@@H](C)CO)C(=O)c2cc(NS(=O)(=O)c3ccccc3)ccc2O[C@H]1CN(C)C(=O)Nc1ccc(F)cc1	/	3
C[C@@H]1CN([C@@H](C)CO)C(=O)c2cc(NC(=O)c3ccncc3)ccc2O[C@@H](C)CCCCO[C@@H]1CN(C)Cc1ccc(C(F)(F)F)cc1	7.6	/
COc1ccc(NC(=O)Nc2ccc3c(c2)C(=O)N([C@@H](C)CO)C[C@H](C)[C@H](CN(C)C)OCCCC[C@H](C)O3)cc1	/	-12
Cc1ccccc1S(=O)(=O)NCC[C@H]1CC[C@H](NC(=O)C2CCCCC2)[C@@H](CO)O1	0.1	-4
COCC(=O)N(C)C[C@H]1Oc2ncc(C#C[C@H](C)O)cc2C(=O)N([C@H](C)CO)C[C@@H]1C	/	-25
C[C@H](CO)N1C[C@H](C)[C@@H](CN(C)Cc2ccc(C(=O)Nc3ccccc3N)cc2)Oc2ccc(NC(=O)Nc3ccc(C(F)(F)F)cc3)cc2C1=O	0.0	-29
C[C@@H]1CN([C@H](C)CO)C(=O)Cc2cc(NS(=O)(=O)c3ccc(F)cc3)ccc2O[C@@H]1CN(C)C(=O)Nc1ccc2c(c1)OCO2	-4.1	/
C[C@@H]1CN([C@H](C)CO)C(=O)CCCn2cc(nn2)CO[C@@H]1CN(C)C(=O)CCC(F)(F)F	1.7	1
C[C@@H]1CN([C@@H](C)CO)C(=O)c2cc(NS(=O)(=O)c3cn(C)cn3)ccc2O[C@H]1CN(C)C(=O)Nc1ccc(F)cc1	1.7	/
COc1ccc(NC(=O)Nc2ccc3c(c2)C(=O)N([C@@H](C)CO)C[C@@H](C)[C@@H](CN(C)C(=O)Nc2ccc(OC)cc2)OCCCC[C@@H](C)O3)cc1	2.7	/
CC(C)NC(=O)Nc1ccc2c(c1)CC(=O)N([C@H](C)CO)C[C@H](C)[C@H](CN(C)Cc1ccc(C(=O)O)cc1)O2	3.9	/
Cc1noc(C)c1NC(=O)Nc1ccc2c(c1)CC(=O)N([C@@H](C)CO)C[C@@H](C)[C@H](CN(C)S(=O)(=O)c1cccs1)O2	2.1	/
Cc1noc(C)c1S(=O)(=O)N(C)C[C@@H]1Oc2ccc(NC(=O)NC(C)C)cc2CC(=O)N([C@@H](C)CO)C[C@H]1C	-0.4	/
C[C@@H]1CCCCO[C@H](CN(C)Cc2ccccc2)[C@@H](C)CN([C@H](C)CO)C(=O)c2cc(NS(=O)(=O)c3cn(C)cn3)ccc2O1	0.5	/
CC(C)NC(=O)N(C)C[C@H]1Oc2ccc(NS(=O)(=O)c3ccc(F)cc3)cc2CC(=O)N([C@H](C)CO)C[C@H]1C	-0.1	0
COc1ccc(CN(C)C[C@H]2Oc3ccc(NC(=O)Nc4c(C)noc4C)cc3CC(=O)N([C@H](C)CO)C[C@H]2C)cc1	2.6	-7
Cc1noc(C)c1NC(=O)N(C)C[C@@H]1Oc2ccc(NS(=O)(=O)c3ccc(Cl)cc3)cc2C(=O)N([C@H](C)CO)C[C@@H]1C	2.0	/

Retrieved one by one from above:
SMILES	IDH1 mut inh	PRC2 inh
C[C@@H]1CCCCO[C@H](CN(C)Cc2ccccc2)[C@@H](C)CN([C@H](C)CO)C(=O)c2cc(NS(=O)(=O)c3cn(C)cn3)ccc2O1	0.5	/
C[C@H](CO)N1C[C@H](C)[C@@H](CN(C)Cc2ccc(C(=O)Nc3ccccc3N)cc2)Oc2ccc(NC(=O)Nc3ccc(C(F)(F)F)cc3)cc2C1=O	0.0	-29
C[C@@H]1CN([C@@H](C)CO)C(=O)c2cc(NS(=O)(=O)c3cn(C)cn3)ccc2O[C@H]1CN(C)C(=O)Nc1ccc(F)cc1	1.7	/
Cc1noc(C)c1NC(=O)N(C)C[C@@H]1Oc2ccc(NS(=O)(=O)c3ccc(Cl)cc3)cc2C(=O)N([C@H](C)CO)C[C@@H]1C	2.0	/
CC(C)NC(=O)N(C)C[C@H]1Oc2ccc(NS(=O)(=O)c3ccc(F)cc3)cc2CC(=O)N([C@H](C)CO)C[C@H]1C	-0.1	0
COc1ccc(NC(=O)Nc2ccc3c(c2)C(=O)N([C@@H](C)CO)C[C@@H](C)[C@@H](CN(C)C(=O)Nc2ccc(OC)cc2)OCCCC[C@@H](C)O3)cc1	2.7	/
COc1ccc(CN(C)C[C@H]2Oc3ccc(NC(=O)Nc4c(C)noc4C)cc3CC(=O)N([C@H](C)CO)C[C@H]2C)cc1	2.6	-7

Next entries
SMILES	IDH1 mut inh	PRC2 inh
COc1cccc(S(=O)(=O)Nc2ccc3c(c2)C(=O)N(C)C[C@@H](OC)[C@H](C)CN(Cc2ccccc2F)[C@H](C)CO3)c1	0.0	20
O=C(CCSc1nc2ccccc2o1)N1CCOCC1	0.0	0
COc1ccc(-c2cc(C)nc(SCC(=O)Nc3cccc(Cl)c3Cl)n2)cc1	0.4	20
CSc1cccc(NC(=O)CSc2nnc(-c3ccco3)n2C)c1	0.5	0
C[C@@H]1CN([C@H](C)CO)C(=O)Cc2cc(NC(=O)c3ccncc3)ccc2O[C@@H]1CN(C)C(=O)Nc1cccc2ccccc12	1.7	11
O=C(CSc1nc(N2CCCCC2)nc(N2CCCCC2)n1)Nc1ccc(F)cc1	0.3	8
C[C@@H]1CCCCO[C@@H](CN(C)S(=O)(=O)c2ccccc2)[C@@H](C)CN([C@@H](C)CO)C(=O)c2cc(NC(=O)CCC(F)(F)F)ccc2O1	1.3	/
C[C@@H]1CN([C@H](C)CO)C(=O)c2cc(NS(C)(=O)=O)ccc2O[C@@H]1CN(C)Cc1ccccc1	0.7	-11
C[C@H](CO)N1C[C@H](C)[C@@H](CN(C)C(=O)Cc2ccncc2)Oc2cc(C#CC3CCCCC3)ccc2S1(=O)=O	/	-30
C[C@H](CO)N1C[C@H](C)[C@@H](CN(C)C)Oc2cc(C#CC3CCCC3)ccc2S1(=O)=O	-1.9	/
CC(=O)OCC(=O)[C@@]12OC3(CCCC3)O[C@@H]1CC1C3CCC4=CC(=O)C=C[C@]4(C)[C@@]3(F)[C@@H](O)C[C@@]12C (some centres undefined)	-1.3	/
C[C@H](CO)N1C[C@H](C)[C@@H](CN(C)C(=O)NC2CCCCC2)Oc2ccc(NC(=O)Nc3cccc4ccccc34)cc2C1=O	-1.2	-16
C[C@@H]1CN([C@@H](C)CO)C(=O)c2cccc(N(C)C)c2O[C@@H]1CN(C)C(=O)NC1CCCCC1	-0.6	-1
COc1cc2c(cc1OC)C1(Cc3ccc4c(c3C1O)OCO4)N(C)CC2 (centres undefined)	0.7	/
Cc1ccc(C(=O)CC2(O)C(=O)N(CCCC#N)c3ccccc32)o1 (centres undefined)	-0.2	/
O=C(C[C@H]1C=C[C@H](NC(=O)NC2CCCCC2)[C@H](CO)O1)NCc1ccccc1	0.1	-4
Cc1ccc(S(=O)(=O)N(C)C[C@@H]2Oc3ccc(NC(=O)NC4CCCCC4)cc3CC(=O)N([C@H](C)CO)C[C@H]2C)cc1	0.4	-12
C[C@@H]1CN([C@@H](C)CO)C(=O)Cc2cc(NS(=O)(=O)c3cn(C)cn3)ccc2O[C@@H]1CN(C)Cc1ccccc1	1.5	3
Cn1c(SCC(=O)c2ccccc2)nnc1-c1cc2ccccc2o1	0.2	8
C[C@@H]1CN([C@@H](C)CO)C(=O)c2cccc(NC(=O)NC3CCCCC3)c2O[C@@H]1CN(C)C(=O)Nc1cccc2ccccc12	1.9	-13
O=C(N[C@H]1CC[C@H](CCNS(=O)(=O)c2ccc(Cl)cc2)O[C@@H]1CO)c1cnccn1	-0.1	0
COc1ccc(-c2cn3cccnc3n2)cc1NC(=O)C(C)C	0.1	3
O=C(CN1CCOCC1)N[C@H]1CC[C@@H](CCNC(=O)Nc2cc(F)ccc2F)O[C@@H]1CO	0.1	0
COc1cccc(OCC(=O)Nc2cccc(C(=O)O)c2C)c1	0.1	6
CCCNC(=O)Nc1ccc2c(c1)C(=O)N(C)C[C@@H](OC)[C@H](C)CN(Cc1cccnc1)[C@H](C)CO2	0.1	2
O=C(NO)c1ccc(C(=O)N/N=C/c2ccccc2C(=O)O)cc1	-0.3	5
O=C(C[C@H]1C=C[C@H](NC(=O)Cc2cccnc2)[C@H](CO)O1)Nc1ccccc1	0.1	0
C[C@H](CO)N1C[C@H](C)[C@H](CN(C)C(=O)C2CC2)Oc2cc(C#CCN(C)C)ccc2S1(=O)=O	-0.9	5
Cc1noc(C)c1NC(=O)N(C)C[C@@H]1Oc2ccc(NS(=O)(=O)c3ccc(F)cc3)cc2C(=O)N([C@H](C)CO)C[C@@H]1C	0.0	/
CNC[C@@H]1OCCCC[C@H](C)Oc2ccc(NS(=O)(=O)c3ccc(OC)cc3)cc2C(=O)N([C@@H](C)CO)C[C@@H]1C	-12	2

Compounds shown so far that have two or more sulfur atoms:
SMILES	IDH1 mut inh	PRC2 inh
Cc1noc(C)c1NC(=O)Nc1ccc2c(c1)CC(=O)N([C@@H](C)CO)C[C@@H](C)[C@H](CN(C)S(=O)(=O)c1cccs1)O2	2.1	/
CSc1cccc(NC(=O)CSc2nnc(-c3ccco3)n2C)c1	0.5	0

(further entries)
SMILES	IDH1 mut inh	PRC2 inh
CC(C)NC(=O)N(C)C[C@H]1Oc2cc(-c3cncnc3)ccc2S(=O)(=O)N([C@@H](C)CO)C[C@H]1C	2.7	-3
COc1ccc(NC(=O)c2ccco2)cc1NC(=O)C(C)Oc1ccc(Cl)cc1Cl (centres undefined)	0.1	-4
CC(C)c1cn(CC[C@H]2CC[C@@H](NC(=O)C3CCC3)[C@H](CO)O2)nn1	0.2	5
C[C@H]1CN([C@@H](C)CO)C(=O)Cc2cc(NC(=O)CCCCCC(=O)Nc3ccccc3N)ccc2O[C@@H]1CN(C)C(=O)Nc1cccc2ccccc12	/	-9
CC(C)NC(=O)N(C)C[C@@H]1Oc2ccc(NC(=O)C3CCCCC3)cc2CC(=O)N([C@H](C)CO)C[C@H]1C	-0.1	12
Cc1ccc(S(=O)(=O)N(C)C[C@@H]2Oc3c(NC(=O)Nc4c(C)noc4C)cccc3C(=O)N([C@H](C)CO)C[C@H]2C)cc1	-0.3	/
C[C@H](CO)N1C[C@H](C)[C@@H](CN(C)CC2CCCCC2)Oc2ccc(NC(=O)NC3CCCCC3)cc2C1=O	4.7	/
COc1ccccc1NC(=O)N[C@H]1C=C[C@@H](CC(=O)N2CCC(Cc3ccccc3)CC2)O[C@@H]1CO	0.0	-5
C[C@H]1CN([C@@H](C)CO)C(=O)Cc2cc(NC(=O)Cn3cnnn3)ccc2O[C@@H]1CN(C)CC1CC1	0.7	/
CCCN(C)C[C@@H]1Oc2cc(C#CC3CCCCC3)ccc2S(=O)(=O)N([C@@H](C)CO)C[C@H]1C	0.4	0
C[C@@H]1CN([C@@H](C)CO)C(=O)c2cc(NC(=O)Cn3cnnn3)ccc2O[C@H]1CN(C)Cc1ccc(Cl)c(Cl)c1	3.2	4
C[C@@H]1CN([C@@H](C)CO)C(=O)Cc2cc(NS(C)(=O)=O)ccc2O[C@@H]1CN(C)C(=O)Nc1cccc2ccccc12	-0.7	2
COc1ccc(S(=O)(=O)Nc2cccc3c2O[C@H](CN(C)Cc2ccc(C(=O)O)cc2)[C@@H](C)CN([C@H](C)CO)C3=O)cc1	0.9	/
C[C@H]1CN([C@@H](C)CO)C(=O)Cc2cc(NC(=O)NC3CCCCC3)ccc2O[C@@H]1CN(C)Cc1ccc(Cl)c(Cl)c1	0.1	/
O=C(C[C@H]1CC[C@@H](NC(=O)C2CCC2)[C@H](CO)O1)NC1CCCCC1	0.0	-1
C[C@H](CO)N1C[C@H](C)[C@H](CN(C)S(C)(=O)=O)Oc2ccc(NC(=O)CCN3CCOCC3)cc2CC1=O	/	2
O=C(C[C@@H]1C[C@H]2c3cc(NC(=O)CC4CC4)ccc3O[C@H]2[C@@H](CO)O1)NCc1cc(F)ccc1F	-0.2	-12
O=C(COc1ccccc1Cl)Nc1ccc2oc(-c3ccc(F)cc3Cl)nc2c1	0.3	13
COc1cc(NS(=O)(=O)c2ccccc2[N+](=O)[O-])c(OC)cc1Cl	0.2	0
COc1ccc(S(=O)(=O)N(C)C[C@H]2Oc3c(NC(=O)Nc4ccc(C(F)(F)F)cc4)cccc3C(=O)N([C@@H](C)CO)C[C@H]2C)cc1	3.1	/

Only part of the results is shown. The share of hits here may be higher or lower than overall.
